MT1-MMP act inh = inhibitors of human MT1-MMP activation; P50281; actives 0.061% (n = 360,000); HT1080 RFP-PRO-GFP cells, GFP/RFP ratio fluorescence, overnight; percent of plate control window, DMSO zero; GFP/RFP ratio change, % at 20 µM;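 active = GFP/RFP ratio change of at least 30% with cell ATP level not reduced by more than half and red fluorescence within 50% of control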; note: strong numbers were not always called active
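Material: RFP-PRO-GFP reporter HT1080 cells. Dosing: single-point 20 µM compound, 1% DMSO. Controls: DMSO and RFP-L50D-GFP cell wells. Timing: cells overnight before dosing, compound overnight, 37 °C, 5% CO2. Measure: GFP/RFP fluorescence ratio.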
CSN deneddyl inh = CSN deneddylation inhibition; AID 651999; Purified CSN, SCF-Nedd8-OG deneddylation, fluorescence polarization; Q92905; inhibition, % at 12.5 µM; actives 0.38% (n = 360,000);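 active = pattern-corrected inhibition above about 35%, with an unprinted fluorescence ratio check between 0.5 and 1.5, limit read from the data, passing the limit was not always enough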;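 note: 0% = enzyme with substrate and 100% = substrate without enzyme; some results filed as inactive read as strong as hits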
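Schedule: reaction 90 min, room temperature / Assay system: HEK293T-derived human Csn5 enzyme / Input: Csn5 at 0.24 nM final / Measure: inhibition of Csn5 cleavage, % / Control set: substrate-only high control, full reaction low control / Technique: fluorescence polarization of the substrate / Buffer or medium: Tris/NaCl/DTT buffer, pH 7.5 / Reagent: SCFSkp2-Nedd8OG substrate at 10 nM final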
PABP1 MLLE inh = blocks PAM2 peptide binding to the PABP1 MLLE domain. inhibition, % at 20 µM. GST-MLLE / FITC-PAM2 fluorescence polarization. actives 0.36% (n = 360,000). P11940; in the data active = inhibition above about 35%, passing the limit was not always enough;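 note: plate controls were DMSO wells with GST-MLLE for no effect and wells lacking GST-MLLE protein for full effect; some results filed as inactive read as strong as hits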
Rin1-Abl PPI inh = human Rin1-Abl interaction inhibition; P00519+Q13671; TR-FRET Rin1/Abl binding, biochemical; inhibition, % at 7.35 µM; actives 0.4% (n = 360,000); AID 588664; in the data active = inhibition above about 5%, passing the limit was not always enough
NadD block = inhibitors of Staphylococcus aureus NadD. inhibition, % at 20 µM. purified NadD enzyme, colorimetric absorbance read-out. actives 0.78% (n = 360,000). AID 602399; in the data active = inhibition above about 26%; note: some compounds past the cut are filed as inactive
SKN-1 inh = blocks SKN-1 activity in C. elegans | C. elegans VP596 Pgst-4::GFP/RFP ratio, acrylamide-induced, 24 h | inhibition, % at 21.8 µM | actives 0.49% (n = 360,000) | AID 624304;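 active = interference check ratio from 0.5 to 1.5 plus GFP to RFP signal ratio inhibition reaching or exceeding a fixed threshold, cut at about 30% in these data, passing the limit was not always enough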; note: some compounds called inactive have numbers as strong as hits
Neddylation inh = blocks human cullin neddylation. TR-FRET cullin neddylation, biochemical. P61081+Q13564. actives 0.58% (n = 360,000). calls only at 25 µM; in the data active = inhibition above about 36%
Target sequence (P61081 whole entry, looked up): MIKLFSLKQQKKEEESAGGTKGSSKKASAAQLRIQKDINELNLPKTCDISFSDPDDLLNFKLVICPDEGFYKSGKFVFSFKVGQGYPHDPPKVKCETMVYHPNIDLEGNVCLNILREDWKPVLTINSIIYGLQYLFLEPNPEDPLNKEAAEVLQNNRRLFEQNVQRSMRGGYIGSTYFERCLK
Target sequence (Q13564 whole entry, looked up): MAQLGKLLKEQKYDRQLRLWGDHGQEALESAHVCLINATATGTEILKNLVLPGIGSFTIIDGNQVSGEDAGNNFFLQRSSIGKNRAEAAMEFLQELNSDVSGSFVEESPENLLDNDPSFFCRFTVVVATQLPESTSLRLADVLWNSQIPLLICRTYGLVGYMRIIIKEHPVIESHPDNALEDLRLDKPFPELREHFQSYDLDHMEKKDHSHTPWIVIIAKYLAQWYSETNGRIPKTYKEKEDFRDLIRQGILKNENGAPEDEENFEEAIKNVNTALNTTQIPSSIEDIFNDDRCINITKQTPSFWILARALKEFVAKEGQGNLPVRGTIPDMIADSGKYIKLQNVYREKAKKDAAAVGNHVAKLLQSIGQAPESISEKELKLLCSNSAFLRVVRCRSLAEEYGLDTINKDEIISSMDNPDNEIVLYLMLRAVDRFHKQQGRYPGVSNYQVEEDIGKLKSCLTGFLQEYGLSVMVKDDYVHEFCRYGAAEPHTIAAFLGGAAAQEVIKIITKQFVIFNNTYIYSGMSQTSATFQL
FAS TE block = blocks the thioesterase domain of human fatty acid synthase. inhibition, % at 15 µM. recombinant FAS-TE, OMFH fluorogenic substrate, fluorescence endpoint. AID 602261. P49327. actives 0.67% (n = 360,000);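 active = compounds whose normalised, plate-corrected inhibition of enzyme fluorescence in the single-dose primary screen is 50% or more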;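 note: 0% = DMSO with enzyme and 100% = substrate without enzyme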
Rpn11 block = blocks the human proteasome subunit Rpn11. AID 588493. human 26S proteasome, Ub4-pepOG fluorescence polarization; 20S core pre-blocked with epoxomicin. O00487. actives 0.59% (n = 360,000). calls only at 20 µM;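 active = inhibition at 20 µM, scaled to each plate's controls, above about 33%, limit read from the data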
Target sequence (O00487 whole entry, looked up): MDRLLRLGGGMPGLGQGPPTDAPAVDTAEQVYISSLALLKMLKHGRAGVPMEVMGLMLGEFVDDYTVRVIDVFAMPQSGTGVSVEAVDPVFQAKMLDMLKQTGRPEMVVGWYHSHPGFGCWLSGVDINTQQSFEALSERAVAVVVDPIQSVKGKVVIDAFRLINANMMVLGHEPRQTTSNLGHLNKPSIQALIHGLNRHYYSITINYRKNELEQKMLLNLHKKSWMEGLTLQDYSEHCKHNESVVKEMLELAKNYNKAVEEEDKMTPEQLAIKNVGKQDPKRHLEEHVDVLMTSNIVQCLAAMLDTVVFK
Numbers without * were called inactive; i = inactive; nt = not tested or not shown; + = active, no number.

SMILES	MT1-MMP act inh	CSN deneddyl inh	PABP1 MLLE inh	Rin1-Abl PPI inh	NadD block	SKN-1 inh	Neddylation inh	FAS TE block	Rpn11 block
C=CCSc1nc(C)cc2c1C(=O)OC2	3	-6	-2	-2	-4	4	i	1	i
O=C(CSc1ccc(-c2ccco2)nn1)N1CCCCC1	3	-2	28	-3	1	-7	i	-5	i
Cc1cc(OCC(=O)OCC(=O)Nc2cccnc2Cl)ccc1Cl	3	3	1	1	-8	2	i	-8	i
O=C(Cn1nnc(-c2ccccc2F)n1)OCC(=O)c1ccccc1	-2	-1	7	-1	-7	8	i	0	i
O=C1CC(NC(=O)C(F)(F)F)=NN1c1ccccc1	4	-4	4	3	-2	6	i	-4	i
Cc1ccc(S(=O)(=O)N2CCCC2C(=O)Nc2cc(C)on2)cc1 (stereo not drawn)	-1	0	-19	-1	3	9	i	-6	i
CC(C)CCNC(=O)CO/N=C/c1ccccc1OC(F)F	1	-13	-6	-1	-5	-13	i	-7	i
COc1cccc(/C=c2\s/c(=C\C(=O)C(C)(C)C)[nH]c2=O)c1	7	1	7	-5	-1	-6	i	3	i
COc1ccc(OC)c(S(=O)(=O)N2CCC(C(=O)Nc3cccc(C)c3)CC2)c1	5	-2	11	1	3	7	i	2	i
COc1cccc(-c2csc(N3CCN(C(=O)C4CCCCC4)CC3)n2)c1	-3	5	24	0	3	23	i	24	i
Cc1cn2c(-c3cccnc3)nnc2s1	0	2	-6	-5	-5	13	i	-7	i
COc1ccccc1OC(=O)c1cc(Cl)nc2ccccc12	-5	-1	-4	3	1	-2	i	30	i
Cc1cccc2sc(=S)[nH]c12	1	0	17	1	14	4	i	1	i
CN(Cc1ccccc1)C(=O)CN1C(=O)c2ccccc2C1=O	1	0	-6	-1	-5	1	i	-2	i
CCOc1ccc(NC(=O)NNC(=O)c2ccc(Cl)cc2Cl)cc1	1	-2	-12	-2	-4	-2	i	-2	i
O=C(Nc1ccc2c(c1)OCO2)c1ccc2sc([C@@H]3O[C@H](CO)[C@@H](O)[C@H]3O)nc2c1	3	2	0	-1	-9	15	i	-14	i
O=C(COC(=O)C1CCC1)Nc1cc(S(=O)(=O)N2CCOCC2)ccc1Cl	1	-2	10	2	2	3	i	-4	i
CCNc1ncnc2c1cnn2C1CCCCO1 (stereo not drawn)	3	4	-10	-2	-2	6	i	-8	i
Cc1oc2cc3oc(=O)c(CCC(=O)NCc4ccccn4)c(C)c3cc2c1C	-1	-1	11	-3	0	-3	nt	2	i
N#Cc1ccccc1S(=O)(=O)N1CCN(CC(O)c2ccccc2)CC1 (stereo not drawn)	-1	-3	9	-1	-1	-3	i	2	i
CC(C)OC(=O)c1cccc(C(=O)O)n1	4	-2	1	3	5	4	i	-16	i
O=C(CC1Oc2ccccc2NC1=O)NCc1ccc(Cl)cc1 (stereo not drawn)	-4	-8	0	1	-6	-7	i	-6	i
CC(=O)NC1=NC(=O)/C(=C/c2cc(C)n(-c3cccc(C(=O)O)c3)c2C)S1	-56	61*	-97	2	4	10	i	-11	+
CCCNC(=O)c1ccccc1C(=O)NC1(C(=O)NCCC)CCCC1	1	-7	13	3	-2	3	i	0	i
COc1ccc2c3n([n+]([O-])c2c1)CCN=C3c1ccc(Cl)cc1	-2	3	-14	1	7	6	i	-15	i

The closing two compounds of the section before lead into the next:
SMILES	MT1-MMP act inh	CSN deneddyl inh	PABP1 MLLE inh	Rin1-Abl PPI inh	NadD block	SKN-1 inh	Neddylation inh	FAS TE block	Rpn11 block
CCCNC(=O)c1ccccc1C(=O)NC1(C(=O)NCCC)CCCC1	1	-7	13	3	-2	3	i	0	i
COc1ccc2c3n([n+]([O-])c2c1)CCN=C3c1ccc(Cl)cc1	-2	3	-14	1	7	6	i	-15	i
COc1cc2c(cc1OC)C(C(=O)NC1CC1)C1c3ccccc3CCN1C2=O (stereo not drawn)	0	-1	8	0	-1	0	i	-10	i
Cc1ccc2nc(-c3ccc(NS(=O)(=O)c4c(C)n(C)c(=O)n(C)c4=O)cc3)sc2c1	-7	2	6	-3	15	19	i	33	i
CCOC(=O)c1cc(-c2ccccc2)sc1NC(=O)CC(C)C	-8	-1	-4	2	5	14	i	22	i
Cc1onc(-c2c(F)cccc2Cl)c1C(=O)NCc1ccccc1	-1	-3	-7	3	-5	1	i	-2	i
COC(=O)c1c(NC(=O)COC(=O)Cn2cnc3ccccc32)sc2c1CCCC2	2	5	-4	0	13	7	i	1	i
Cc1cc(C)n(S(=O)(=O)c2ccc3ccccc3c2)n1	7	2	3	1	-7	8	i	5	i
O=C(O)CN1C(=O)C(=O)N(Cc2ccc(C(F)(F)F)cc2)C1=O	3	1	10	1	-9	-10	i	-3	i
O=C(CN1CCN(c2ccccn2)CC1)Nc1cccc(S(=O)(=O)N2CCOCC2)c1	4	-6	-9	-1	-6	4	i	-2	i
COc1cc(NC(=O)COc2ccccc2Cl)ccc1NC(=O)C(C)C	-4	-1	10	4	-8	-3	i	1	i
CC(=O)Nc1ccc(S(=O)(=O)Nc2ccccc2C(=O)N2CCCCCC2)cc1	-6	0	-3	-1	1	-2	i	0	i
O=[N+]([O-])c1ccc(Cl)c(/C=N/N2CCN(Cc3ccc(Cl)cc3)CC2)c1	2	1	6	-4	11	14	i	30	i
Cc1c(NC(=O)C(C)N(c2ccccc2)S(C)(=O)=O)c(=O)n(-c2ccccc2)n1C (stereo not drawn)	3	0	-1	1	-5	22	i	-4	i
COc1ccc(CCC(=O)NCCOc2ccc(C)cc2)cc1	-4	0	0	0	-5	1	i	-3	i
Cc1cccc(NC(=S)/N=C(\N)Nc2nc(C)c3cc(C)ccc3n2)c1	-10	13	31	-3	17	11	i	36	i
CCCCNC(=O)COc1ccccc1C(=O)c1cc(C#N)c(=O)n(CCOC)c1	1	1	-1	-4	2	4	i	-4	i
O=C(CSc1nc2cccnc2n1Cc1ccccc1)NC1CCCCC1	-9	3	-28	1	-1	-3	i	2	i
Cc1ncoc1C(=O)NC1CCCc2c1cnn2-c1ccc(C(C)(C)C)cc1 (stereo not drawn)	3	3	-8	3	-1	5	i	4	i
O=C(CN1CCc2ccccc2C1)Nc1ccccc1Cl	-3	0	-2	-3	-9	-4	i	17	i
COc1cccc(OC)c1C(=O)Nc1sc2c(c1C#N)CCC2	-2	4	3	-1	-7	-2	i	-6	i
COCc1cc(C)nc2sc(C(=O)NC3CCCCC3)c(N)c12	0	0	19	-1	16	5	i	-3	i
C[C@H]1CN([C@@H](C)CO)C(=O)CCCn2cc(nn2)CO[C@@H]1CN(C)C(=O)Nc1ccc(N2CCCCC2)cc1	3	2	-16	3	3	-2	i	-7	i
Cc1cc(C)nc(SCC(=O)N2CCOCC2)n1	2	1	2	2	3	-5	i	-9	i
CCOC(=O)C1CCN(C(=O)C(C)N(c2ccc(Oc3ccccc3)cc2)S(C)(=O)=O)CC1 (stereo not drawn)	-3	-3	0	0	-4	-2	i	8	i
Cc1cc(C)cc(N2CC(O)Cn3c2nc2c3c(=O)[nH]c(=O)n2C)c1 (stereo not drawn)	12	0	-9	5	0	14	i	-4	i
Cc1ccc(/C=N/NC(=O)c2nnn(-c3nonc3N)c2C(C)C)o1	-5	-1	-1	-2	3	4	i	-2	i

Results in CSN deneddyl inh, Rin1-Abl PPI inh and FAS TE block, for some of the entries so far:
| Compound | CSN deneddyl inh | Rin1-Abl PPI inh | FAS TE block |
| --- | --- | --- | --- |
| COc1cccc(OC)c1C(=O)Nc1sc2c(c1C#N)CCC2 | 4 | -1 | -6 |
| COCc1cc(C)nc2sc(C(=O)NC3CCCCC3)c(N)c12 | 0 | -1 | -3 |
| C[C@H]1CN([C@@H](C)CO)C(=O)CCCn2cc(nn2)CO[C@@H]1CN(C)C(=O)Nc1ccc(N2CCCCC2)cc1 | 2 | 3 | -7 |
| Cc1cc(C)nc(SCC(=O)N2CCOCC2)n1 | 1 | 2 | -9 |
| CCOC(=O)C1CCN(C(=O)C(C)N(c2ccc(Oc3ccccc3)cc2)S(C)(=O)=O)CC1 (stereo not drawn) | -3 | 0 | 8 |
| Cc1cc(C)cc(N2CC(O)Cn3c2nc2c3c(=O)[nH]c(=O)n2C)c1 (stereo not drawn) | 0 | 5 | -4 |
| Cc1ccc(/C=N/NC(=O)c2nnn(-c3nonc3N)c2C(C)C)o1 | -1 | -2 | -2 |

(next part)
SMILES	MT1-MMP act inh	CSN deneddyl inh	PABP1 MLLE inh	Rin1-Abl PPI inh	NadD block	SKN-1 inh	Neddylation inh	FAS TE block	Rpn11 block
N#Cc1c(-c2ccccc2)nc(SCC(=O)NC2CCCCC2)[nH]c1=O	0	7	1	-2	5	5	i	-3	i
COc1ccccc1-c1noc(-c2ccncc2)n1	-3	0	-7	-3	4	13	i	-1	i
O=C(Nc1cccc2ncccc12)c1cccc(Br)c1	-5	5	-12	0	-1	1	i	-6	i
CSc1ccc(/C=C(/NC(=O)c2ccco2)C(=O)N2CCOCC2)cc1	-1	-3	2	0	0	8	i	-6	i
COc1cc(C(=O)O[C@H]2CC(C)=CC[C@@]3(C)CC[C@@](O)(C(C)C)[C@H]23)ccc1O	2	-4	5	-1	-9	0	i	12	i
CCn1c(SCC(=O)Nc2nccs2)nnc1-c1ccco1	1	6	-5	-4	4	-4	i	-11	i
COc1cccc(NC(=O)COc2ncnc3sc(C)c(C)c23)c1	1	3	-13	2	-4	9	i	15	i
CN1CCN(C(=O)CN2C(=O)CC(C)(C)S(=O)(=O)c3ccccc32)CC1	12	-7	15	1	2	-6	i	-5	i
CCc1ccc(-n2c(O)cnc2Nc2nc(C)cc(C)n2)cc1	1	0	-6	5	-4	-13	i	-7	i
CC(C)(C)c1ccc(OCCCC(=O)NNC(=O)c2ccccc2O)cc1	2	-7	18	-3	-3	-9	i	16	i
COc1ccc(-c2csc3ncnc(Oc4ccc5c(C)cc(=O)oc5c4)c23)cc1	2	-11	-7	-1	0	8	i	-2	i
O=P(O)(O)c1cc(-c2ccccc2)oc1-c1ccccc1	6	-1	-9	0	-5	-2	+	1	i
Cc1cc(NC(=O)c2cccs2)ncc1NC(=O)C(C)(C)C	2	-1	2	1	1	-3	i	-4	i
COc1cc(/C=N/Nc2nc(C)cc(=O)[nH]2)ccc1OC(=O)c1cccnc1	-3	3	-9	0	-4	6	i	-4	i
Cc1cc(C(=O)O)ccc1[N+](=O)[O-]	0	2	-1	-1	5	4	i	-6	i
Cc1nnc(Nc2ccc(O)cc2)[nH]c1=O	3	-6	-11	2	-1	5	i	-1	i
Nc1c(N2CCCCC2)c(=O)[nH]c(=O)n1-c1ccccc1	2	-1	6	-1	-2	-1	i	-5	i
CCc1ccc(Oc2coc3cc(OC(=O)c4cc5ccccc5oc4=O)ccc3c2=O)cc1	7	5	-5	-4	-1	1	nt	-2	i
O=C1C(CSCc2ccccc2)NC(=S)N1c1ccccc1 (stereo not drawn)	2	3	19	-3	11	11	i	-6	i
COc1cc2c(cc1OC)CN(C(=O)c1cccc([N+](=O)[O-])c1)CC2	2	-2	0	-1	-5	-6	i	-3	i
COc1ccc(/C=C/C(=O)Nc2cccc(S(=O)(=O)NC3=NCCCCC3)c2)c(OC)c1	0	4	4	1	2	14	i	9	i
COCCCn1c(C)c(C(C)=O)cc(NC(=O)c2ccccc2)c1=O	1	-3	-3	0	-3	0	i	-3	i
C/C(=N\NC(=O)c1c[nH]c2ccccc12)c1ccc2c(c1)OCO2	-1	3	-13	5	0	0	i	5	i
C#C[C@]1(OC(C)=O)CCC2C3CCC4=CC(=O)CC[C@@H]4C3CC[C@@]21C (stereo partly drawn)	4	-1	-2	0	-6	14	i	15	i
